BAZ2B inh = qHTS Assay for Inhibitors of BAZ2B; Potency, µM (series often up to 114 µM), for the others: at the top dose activity change, negative = inhibition, hits mostly inhibitors; AlphaScreen BAZ2B-H3K14Ac peptide displacement; Bromodomain adjacent to zinc finger domain protein 2B (Homo sapiens), Q9UIF8; 4.4% of 360,000 active; further: potency means the concentration at half of the fitted maximal effect; on the % scale 0 is the no-effect control and ±100 the full control effect; nearly all actives have a fitted effect of over 60% in size
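Inhibition is scored as reduced AlphaScreen emission. The BAZ2B/b-H3(5-23)K14Ac complex (50 nM each) in PBS pH 7.4, 0.01% Tween-20 meets compound (up to 110 uM) for 30 min at RT before bead addition.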
PI4K2A block = qHTS for small molecular inhibitors of PI4K2A; AID 1346378, 2018; 0.13% of 420,000 active; activity change, negative = inhibition, % at 76.9 µM; purified PI4K2A, ADP-Glo luminescence, 1 h; stronger effect = lower value; in the data active means activity change below about -50%; inconclusive means mostly about -30% to -49%;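 further: -100% = wells without enzyme as full effect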
Target sequence (Q9BTU6 whole entry, looked up): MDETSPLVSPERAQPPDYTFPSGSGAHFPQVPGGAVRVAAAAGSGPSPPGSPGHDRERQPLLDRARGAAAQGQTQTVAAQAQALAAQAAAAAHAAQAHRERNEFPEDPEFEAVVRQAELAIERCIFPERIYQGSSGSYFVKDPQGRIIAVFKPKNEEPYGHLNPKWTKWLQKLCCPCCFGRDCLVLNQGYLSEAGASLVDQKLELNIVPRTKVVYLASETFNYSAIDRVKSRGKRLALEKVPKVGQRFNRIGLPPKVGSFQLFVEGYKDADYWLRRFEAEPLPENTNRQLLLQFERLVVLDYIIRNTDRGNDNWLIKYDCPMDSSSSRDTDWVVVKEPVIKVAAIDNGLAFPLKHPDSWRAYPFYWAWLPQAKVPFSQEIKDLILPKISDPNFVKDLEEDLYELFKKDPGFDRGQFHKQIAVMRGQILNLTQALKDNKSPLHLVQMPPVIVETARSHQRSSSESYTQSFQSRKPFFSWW
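In this quantitative HTS, ADP production by PI4K2A was quantified luminescently after 1 h at ambient temperature; 100 microM adenosine served as plate-quality control.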
Pol eta inh = qHTS for Inhibitors of Polymerase Eta | DNA polymerase eta (Homo sapiens), Q9Y253 | recombinant Pol eta, fluorescent DNA replication assay | Potency, µM (series often up to 114 µM), inactives show top-dose activity change, negative = inhibition, actives largely listed as inhibitors | 1.2% of 390,000 active | AID 588591, 2011; further: potency means the concentration at half of the fitted maximal effect; on the % scale 0 is the no-effect control and ±100 the full control effect
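Pol eta at 10 nM preincubated with compounds 15 min at room temperature; reaction started with fluorescent substrate (50 nM final) and read kinetically at 0 and 10 min.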
HP1b chromo inh = HTS for Inhibitors of HP1-beta Chromodomain Interactions with Methylated Histone Tails | Potency, µM (top dose mostly 114 µM), for inactives: top-dose activity change, negative = inhibition, actives largely listed as inhibitors | 0.56% of 390,000 active | AID 540317, 2011 | AlphaScreen HP1-beta / biotin-H3K9me3 peptide binding; further: potency means the concentration at half of the fitted maximal effect; nearly all actives have a fitted effect of over 70% in size; inactives centre near 23
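HP1-beta protein (50 nM final) preincubated 30 min at room temperature with biotinylated H3(1-18)K9me3 peptide (50 nM) in PBS pH 7.4, 0.01% Tween-20, then compound added for 30 min. AlphaScreen streptavidin donor/nickel chelate acceptor beads (10 ug/mL final), 30 min dark, luminescence read.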
Pin1 inh = qHTS Assay to Find Inhibitors of Pin1. Peptidyl-prolyl cis-trans isomerase NIMA-interacting 1 (Homo sapiens), Q13526. Pin1 FP peptide displacement, HiFluor488, 10 min. Potency, µM (highest dose often 115 µM), for the others: at the top dose activity, negative = inhibition, actives largely listed as inhibitors. 0.009% of 390,000 active. AID 504891, 2011; active means well fitted inhibition curve with a large enough effect in the polarisation, with a control signal flat, not every such curve was filed as active; inconclusive means small, poorly fitted or top-dose-only effect, or effect the other way, or a change in a side signal; inactive means no such curve, though single readings can be large or run the other way; the % refers to the polarisation; further: potency means the concentration at half of the fitted maximal effect; on the % scale 0 is the no-effect control and ±100 the full control effect
Tb PGK inh = qHTS Assay to Find Inhibitors of Phosphoglycerate Kinase. Phosphoglycerate kinase, glycosomal (Trypanosoma brucei brucei), P07378. PGK/GAPDH coupled, Kinase-Glo luminescence, 60 min. Potency, µM (doses to about 57.5 µM), for inactives: at the top dose activity change, negative = inhibition, hits mostly inhibitors. 0.043% of 380,000 active. AID 602233, 2012; further: potency means the concentration at half of the fitted maximal effect; on the % scale 0 is the no-effect control and ±100 the full control effect; nearly all actives have a fitted effect of over 60% in size
Target sequence (P07378 whole entry, looked up): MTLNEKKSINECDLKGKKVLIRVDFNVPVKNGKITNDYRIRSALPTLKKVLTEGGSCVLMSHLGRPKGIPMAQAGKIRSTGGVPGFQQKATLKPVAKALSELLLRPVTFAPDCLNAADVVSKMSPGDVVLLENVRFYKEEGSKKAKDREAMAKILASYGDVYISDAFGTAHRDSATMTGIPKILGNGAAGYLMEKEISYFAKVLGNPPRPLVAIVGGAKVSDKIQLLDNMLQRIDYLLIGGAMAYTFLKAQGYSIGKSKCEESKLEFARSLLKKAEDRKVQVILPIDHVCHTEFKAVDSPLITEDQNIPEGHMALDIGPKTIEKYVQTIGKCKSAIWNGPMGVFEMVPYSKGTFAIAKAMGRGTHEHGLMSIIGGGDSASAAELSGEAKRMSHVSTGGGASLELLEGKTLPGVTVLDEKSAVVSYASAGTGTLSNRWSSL
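Recombinant glycosomal PGK reaction used 1,3-bisphosphoglycerate generated in-well by GAPDH (100nM final) in 100mM TEA pH 7.6, 5mM MgCl2, 0.01% Tween-20. After 60 minutes at room temperature, ATP was read by Kinase-Glo Plus luminescence end-point.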
G9a inh = qHTS Assay for Inhibitors of Histone Lysine Methyltransferase G9a. Histone-lysine N-methyltransferase EHMT2 (Homo sapiens), Q96KQ7. G9a H3K9 monomethylation, AlphaScreen, 2 h. Potency, µM (doses to about 102 µM), for the others: at the top dose activity, negative = inhibition, actives largely listed as inhibitors. 8.8% of 350,000 active. AID 504332, 2011; further: potency means the concentration at half of the fitted maximal effect; on the % scale 0 is the no-effect control and ±100 the full control effect; nearly all actives have a fitted effect of over 75% in size
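AlphaScreen detection with an anti-monomethyl H3K9 antibody quantified product after a 2 h room-temperature reaction containing 500 nM biotinylated H3K9 peptide, 20 µM SAM and 20 nM enzyme, which had been preincubated 15 min with compound.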
GLS inhibitor = qHTS for Inhibitors of Glutaminase (GLS). Potency, µM (doses to about 45.5 µM), inactives show at the highest dose activity change, negative = inhibition, most hits filed as inhibitors. 0.21% of 410,000 active. GLS enzymatic activity, qHTS titration. AID 624170, 2012; further: potency means the concentration at half of the fitted maximal effect; on the % scale 0 is the no-effect control and ±100 the full control effect
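Read-out is an Amplex red fluorescence increase coupled through glutamate oxidase and HRP, measured before and after 30 min room-temperature incubation. hKGA is in 45 mM KH2PO4 (pH 8.2) with 0.02% Tween-20; glutamine added as 1mM solution.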
JMJD2A Tudor inh = qHTS Assay for Inhibitors of JMJD2A-Tudor Domain; Lysine-specific demethylase 4A (Homo sapiens), O75164; Potency, µM (series often up to 114 µM), without a hit: at the highest dose activity change, negative = inhibition, actives largely listed as inhibitors; 4.4% of 390,000 active; AID 504339, 2011; AlphaScreen JMJD2A-Tudor / H3K4me3 peptide binding; further: potency means the concentration at half of the fitted maximal effect; on the % scale 0 is the no-effect control and ±100 the full control effect; nearly all actives have a fitted effect of over 50% in size
Numbers without * were called inactive; i = inactive; ? = inconclusive; . = no result given; & = joins results of further samples; [ ] = another dose, or the depositor's remark. Unless noted, the call rests on the fitted dose curve; in most records, active means well fitted curve in the direction sought with a large enough effect; inconclusive means small, poorly fitted or top-dose-only effect, or another doubt; inactive means no such curve, though single readings can be large; an effect the other way counts as inactive or inconclusive. A portion of the library. The share of hits here may be higher or lower than overall.

SMILES | BAZ2B inh | PI4K2A block | Pol eta inh | HP1b chromo inh | Pin1 inh | Tb PGK inh | G9a inh | GLS inhibitor | JMJD2A Tudor inh
CC(=O)N1CCN(c2ccc(NC(=O)c3ccccc3)cc2)CC1 | 3% | -3 | -4% | 29% | -6% | i | 9% | 6% | -5%
CCOC(=O)C[C@H]1c2ccccc2S(=O)(=O)N1C1CC1 | . | 1 | -17% | 34% | -9% | 10% | . | -1% | -10%
O=[N+]([O-])c1ccc(O)c(/C=N/Nc2ncnc3c2cnn3-c2ccccc2)c1 | ? | 0 | -4% | -10% | 6% | -1% | 3% | 11% | 79µM*
CC(C)CCNc1nc2c(c(=O)n(Cc3cccc(F)c3)c(=O)n2C)n1C | -37% | 2 | -10% | ? | 12% | -8% | -45% | 1% | ?
CCc1cc2c(-c3ccccc3)cc(=O)oc2c2c1OCN(Cc1ccc(C)cc1)C2 | 4% | 4 | -17% | 105%[activator] | 9% | -5% | 29%[59 µM] | 24% | 9%
Cc1ccc(N/N=C2\CCS(=O)(=O)c3sccc32)cc1 | ? | -5 | -16% | 13% | 2% | -9% | 8.9µM* | -4% | ?
O=C(CN1CCN(Cc2ccccc2)CC1)N/N=C/c1ccccc1F | 20% | 1 | -4% | 31% | -2% | 8% | . | 9% | 6%
CN1CCN(C(=S)c2cn(Cc3ccccc3)c3ccccc23)CC1 | ? | 9 | -7% | 7% | 0% | -7% | 45µM* | -1% | ?
Cc1ccc(NC(=S)N(Cc2ccco2)C(C)c2cccs2)cc1 (stereo not drawn) | -24% | -3 | -23% | 46%[activator] | 2% | 2% | 18%[59 µM] | 4% | -7%
CC(C)[C@H](NS(=O)(=O)c1cccc(Cl)c1)C(=O)OCC(=O)N1CCN(c2ccccc2)CC1 | ? | 5 | -13% | 15% | 0% | 6% | ? | 15% | -22%
O=S(=O)(NCC(c1ccco1)N1CCN(c2ccccc2F)CC1)c1ccc2c(c1)OCCO2 (stereo not drawn) | 28% | -2 | -22% | 0% | 16% | -10% | -20%[59 µM] | 3% | -28%
C=CC(COCc1ccccc1)N(Cc1ccccc1)S(=O)(=O)c1ccccc1Br (stereo not drawn) | 20% | -1 | -26% | 86%&102%[activator] | ? | 8% | 36%[12.7 µM] | -1% | 40%&45%[activator]
Cc1ccc(NC(=O)Cn2c(=O)n(CCCS(=O)(=O)C3CCCCC3)c(=O)c3ccccc32)cc1F | 1% | 1 | -3% | 26% | 0% | -1% | -3%[59 µM] | -10% | 10%
COc1ccc(S(=O)(=O)N2CCCCC2)cc1NC(=O)C1CC(=O)N(c2ccc3c(c2)OCCO3)C1 (stereo not drawn) | 23% | -5 | -20% | 22% | -13% | 2% | -34% | -1% | -13%
COc1cc(-c2cccc([C@H]3[C@@H]4C=CC[C@@H](C)[C@@H]4C(=O)N3Cc3ccccc3)c2)cc(OC)c1OC | . | -2 | -23% | 26% | -2% | -6% | 0%[59 µM] | 1% | -21%
Cc1ccc(-c2csc(=Nc3cccnc3)n2CCCn2ccnc2)cc1C | 13µM* | -4 | -18% | ? | -2% | 3% | ? | 11% | ?
CCN(CC)S(=O)(=O)c1cc(C(=O)OCC(=O)NC(=O)c2cccn2C)ccc1C | 4% | 0 | ? | 1% | 25% | -8% | ? | 3% | -12%
CN(C)c1ccc(/C=[N+](\[O-])C(C)(C)/C=N/O)cc1 | -4% | 4 | -10% | 20% | 3% | i | ? | 46%[activator] | 50µM*
O=C(Nc1ccc(Cl)c([N+](=O)[O-])c1)ONC1=NCCCCC1 | -13% | 1 | -18% | 14% | -2% | -1% | 5% | ? | -5%
CCN(CC)c1nc2n(c(=S)n1)CCS2 | -8% | -18 | -4% | -9% | -5% | -4% | 7%[59 µM] | 8% | -20%

Shown with values ahead of the structure: entries from further up.
BAZ2B inh	PI4K2A block	Pol eta inh	HP1b chromo inh	Pin1 inh	Tb PGK inh	G9a inh	GLS inhibitor	JMJD2A Tudor inh	canonical_smiles
3%	-3	-4%	29%	-6%	i	9%	6%	-5%	CC(=O)N1CCN(c2ccc(NC(=O)c3ccccc3)cc2)CC1
.	1	-17%	34%	-9%	10%	.	-1%	-10%	CCOC(=O)C[C@H]1c2ccccc2S(=O)(=O)N1C1CC1
?	0	-4%	-10%	6%	-1%	3%	11%	79µM*	O=[N+]([O-])c1ccc(O)c(/C=N/Nc2ncnc3c2cnn3-c2ccccc2)c1
-37%	2	-10%	?	12%	-8%	-45%	1%	?	CC(C)CCNc1nc2c(c(=O)n(Cc3cccc(F)c3)c(=O)n2C)n1C
4%	4	-17%	105%[activator]	9%	-5%	29%[59 µM]	24%	9%	CCc1cc2c(-c3ccccc3)cc(=O)oc2c2c1OCN(Cc1ccc(C)cc1)C2
?	-5	-16%	13%	2%	-9%	8.9µM*	-4%	?	Cc1ccc(N/N=C2\CCS(=O)(=O)c3sccc32)cc1
20%	1	-4%	31%	-2%	8%	.	9%	6%	O=C(CN1CCN(Cc2ccccc2)CC1)N/N=C/c1ccccc1F
?	9	-7%	7%	0%	-7%	45µM*	-1%	?	CN1CCN(C(=S)c2cn(Cc3ccccc3)c3ccccc23)CC1

(continued)
SMILES | BAZ2B inh | PI4K2A block | Pol eta inh | HP1b chromo inh | Pin1 inh | Tb PGK inh | G9a inh | GLS inhibitor | JMJD2A Tudor inh
Cc1ccc(S(=O)(=O)N(CC(=O)Nc2cccc(C(F)(F)F)c2)C(=O)N2CCN(C)CC2)cc1 | -2% | -1 | -20% | 25% | -6% | i | -2% | -5% | -7%
CCC(NC(=O)NC1CCCCC1)c1ccccc1 (stereo not drawn) | 2% | 2 | 9% | 42%[activator] | -2% | -7% | -2% | -2% | -5%
CC(C)Cc1nnc(NC(=O)C2CCN(C(=O)c3ccc(Cl)cc3)CC2)s1 | -3% | -4 | 1% | 38% | -4% | -6% | 5%[0.501 µM] | 2% | -3%
CS(=O)(=O)Nc1ccc(-c2ccc(/C=C3\SC(N)=NC3=O)o2)cc1 | -5% | -4 | ? | 17% | ? | -12% | ? | 3% | -29%
Cc1ccsc1CN(C)Cc1nc(C2CC2)no1 | 1% | 1 | -20% | 30% | -1% | -8% | 11% | 2% | -9%
CC12CCC(C(=O)NCc3ccccc3Cl)(CC1=O)C2(C)C (stereo not drawn) | -3% | -13 | -7% | 39%[activator] | 0% | -7% | ? | -6% | 8%
C[C@H](NC(=O)c1ccc(Cl)cc1)C(=O)NNC(=O)c1cccs1 | -4% | 2 | -15% | 29% | 2% | 6% | -1%[12.7 µM] | -3% | 8%
Cc1cccc(S(=O)(=O)N(C)C[C@@H]2OCc3cnnn3CCCC(=O)N([C@H](C)CO)C[C@@H]2C)c1 | . | -2 | -15% | . | . | 5% | . | 3% | .
Cc1ccc(/C=N/NC(=O)CC2N=C(Cc3ccccc3)NNC2=O)cc1 (stereo not drawn) | . | -2 | -10% | 32% | -1% | 5% | . | 22% | -11%
Cc1cc(C)n(-c2ncnc3sc4c(c23)CCCC4)n1 | 13% | -4 | 1% | -5% | 4% | -1% | -11% | -8% | -13%
Cc1ccc(S(=O)(=O)Nc2n[nH]nc2C(=O)NC2CCCCC2)cc1 | -5% | 1 | -13% | 23% | -2% | 13% | 7% | 30%[activator] | 6%
Fc1ccc(NC(=S)NCc2ccccc2)cc1 | 11% | -1 | 6% | 34% | -11% | 0% | 57% | 3% | -5%
O=C(NCC(=O)N1CCC(Cc2ccccc2)CC1)c1ccc(Cl)cc1 | 1% | 2 | -7% | 30% | 3% | 5% | -5% | 5% | -6%
CCc1nnc(NC(=O)c2ccc(NC(=O)C(C)C)cc2)s1 | -16% | 11 | -20% | 24% | -2% | 1% | 56µM* | -1% | -8%
O=C(CN1C(=O)NC2(CCCCCC2)C1=O)NCc1ccccc1Cl | . | 1 | -23% | 36% | 9% | -5% | . | 0% | 3%
COc1ccc(-c2nnc(SCC(=O)OC3CCCCC3)o2)cc1OC | 7% | -5 | -5% | 36% | -4% | -1% | -7%[12.7 µM] | -6% | 2%
CS(=O)(=O)NNC(=O)Cn1nnc(-c2cc(C(F)(F)F)cc(C(F)(F)F)c2)n1 | 2% | -2 | -6% | 10% | 0% | i | 8% | 10% | -14%
COc1cccc(-c2cc(C(F)(F)F)n3ncc(C(=O)NCC4CCCO4)c3n2)c1 (stereo not drawn) | -5% | -16 | ? | 24% | 8% | -8% | 4%[59 µM] | 2% | ?
Cc1ccc(Cl)cc1N1CCN(C(=O)CCS(=O)(=O)c2ccc3c(c2)NC(=O)CO3)CC1 | -25% | 6 | -2% | -2% | -4% | -9% | 15% | -3% | -29%
Cc1cc(C)c(C)c(S(=O)(=O)NC(C(=O)O)C(C)C)c1C (stereo not drawn) | -10% | 1 | -14% | 26% | 2% | -12% | ? | 0% | -20%
